High-throughput results: PubChem, several laboratories
HIV fusion peptide: cell-free HIV fusion peptide-binding blockers – biochemical, uHTS, fluorescence dequenching, primary screen (AID 1986); inhibition, % at 20 µM; hits with a dose series show IC50 in µM; cell-free peptide binding, fluorescence dequenching, 30 min; higher % means a stronger effect; 290,000 tested, 0.3% active; in the data active = inhibition mostly above about 52%, no sharp cut-off; inactive = mostly below about 76%; note: some results filed as inactive read as strong as hits
Yfh1-off respiration: mitochondrial function rescue without frataxin homolog – Friedreich's ataxia, plus single-dose screen, dose response (AID 1465); S. cerevisiae Yfh1-off respiration, WST-1 reduction, 72 h; higher fold induction means a stronger effect; one-dose fold induction at 50 µM; EC50 in µM for titrated hits; 220,000 tested, 0.074% active;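 active = fold induction of absorbance versus untreated yeast above a set limit, then at least 30% activation at any dose in follow-up; inconclusive = repeats straddling the limit, or above it without dose testing; inactive = fold induction below the set limit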;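 note: activators that raise dye reduction in frataxin-depleted yeast; strong numbers were not always called active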
bCat nuc transl: beta-catenin nuclear translocation modulation. HeLa beta-catenin nuclear translocation, immunofluorescence imaging. 190,000 tested, 0.3% active. AID 1665. nuclear translocation activity, % at 5 µM;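 active = nuclear translocation activity above 50% at 5 µM, with a well cell count of 50 or more; inconclusive = wells under 50 cells across six images, flagged as toxic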;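 note: per-cell ratio of nuclear to cytoplasmic median beta-catenin stain intensity; plate controls were DMSO negative control for no effect and GSK-3 inhibitor IX positive control for full effect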
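test system = HeLa cells, endogenous beta-catenin | dosing = single 5 µM dose plus 0.02–20 µM confirmation series | times = compound treatment 24 h, 37°C, 5% CO2 | technique = beta-catenin immunofluorescence imaging with DAPI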
MT stabilize HCS: microtubule stabilizers in HeLa cells; HeLa tubulin immunostaining HCS, 24 h; share of cells brighter than vehicle mean+2SD; % tubulin-high responders, % at 10 µM; 200,000 tested, 0.83% active; AID 2205;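 active = plate Z-score above 3 for both tubulin-high and condensed-nucleus cell shares, with cell loss under 80%, at 10 µM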;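 note: anti alpha tubulin signal scored within the nucleus-defined area of each cell; some results filed as inactive read as strong as hits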
WT yeast gro inh: growth inhibition of WT yeast, mitochondrial fusion screen | AID 1362 | 190,000 tested, 2.1% active | mitochondrial fusion phenotypic screen, WT strain | inhibition, % at 10 µM; in the data active = inhibition above about 58%; tested in S. cerevisiae
Autophagy mod: autophagy modulation, high-content screen; MEF GFP-LC3 puncta imaging; test concentration mostly 10 µM; calls only at 10 µM (by protocol); 190,000 tested, 0.98% active; AID 463193;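 active = percentage of spot-positive cells more than 3 SD above its plate mean, without a fluorescence outlier flag or 80% toxicity; inconclusive = no clear call, values can overlap the other calls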;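 note: spot-positive cell cutoff set from DMSO-treated cells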
Insulin prom up: MIN6 insulin promoter up-regulation | MIN6 insulin promoter-GFP reporter, high-content imaging; active compounds read high | z-score at 5 µM | 190,000 tested, 0.3% active | AID 1625;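 active = z-score above 3 at 5 µM with at least 500 cells counted in the well; inconclusive = wells under 500 cells, flagged as cytotoxic or low count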
AID2073: inhibitors of Mint1-CaV2.2 protein interaction, biochemical, HTRF (AID 2073) | HTRF protein-protein interaction, Mint1-CaV2.2; higher % means a stronger effect | 290,000 tested, 0.19% active | one-dose inhibition, % at 20 µM; IC50 in µM for titrated hits; in the data active = inhibition mostly above about 51%, no sharp cut-off; inconclusive = no clear call, values can overlap the other calls; inactive = mostly below about 53%; note: some results filed as inactive read as strong as hits
Dynein transport: blocks dynein driven cargo transport along microtubules. 3617.4 mouse cells, GR-EGFP nuclear translocation imaging; test concentration mostly 20 µM; stimulated with dexamethasone, 1 µM; active compounds read low. z-score, hits read low. 220,000 tested, 0.47% active;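 active = plate z-score of nuclear minus cytoplasmic receptor signal below a set negative limit, without overly bright fluorescence or cell loss, cut at about -3.5 in these data, passing the limit was not always enough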;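 note: z-score of nuclear minus cytoplasmic ring GR-EGFP intensity difference per well; some compounds called inactive have numbers as strong as hits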
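medium = tetracycline-free induction medium containing charcoal-stripped FBS | also added = 1.0 µM final dexamethasone stimulus | schedule = 48 h induction, 1 h compound, 30 min dex at 37 °C | technique = fixed, Hoechst-stained cells imaged at 10x for EGFP | measure = GR-EGFP nuclear translocation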
WT yeast gro inh mutant strain: further read-out of WT yeast gro inh, marked with its call; inhibition, %; mitochondrial fusion phenotypic screen, mutant strain inhibition
Dynein transport cytoplasmic EGFP: further read-out of Dynein transport, marked with its call; z-score; measured here: cytoplasmic GR-EGFP intensity; active compounds read high
Dynein transport nuclear GR-EGFP: second read-out of Dynein transport, no call of its own (marks repeat the call); z-score; measured here: nuclear GR-EGFP intensity;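 lower value marks the stronger effect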
Dynein transport cell count: further read-out of Dynein transport, marked with its call; z-score; measured here: cell count per field
Insulin prom up cell count: second read-out of Insulin prom up, no call of its own (marks repeat the call); cell count; measured here: cytotoxicity, nuclei count;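 total cells summed across four imaged fields per well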
bCat nuc transl cell count 5 µM: also measured in bCat nuc transl; calls as there; cell count; measured here: cell count, cytotoxicity flag
MT stabilize HCS Hoechst-high %: second read-out of MT stabilize HCS, no call of its own (marks repeat the call); % Hoechst-high responders; measured here: nuclear condensation Hoechst responders;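 share of cells brighter than vehicle mean plus two SD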
MT stabilize HCS cytotoxicity %: recorded beside MT stabilize HCS, whose call it bears; toxicity, %; measured here: cytotoxicity by cell density;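 0% = mean cell density of plate MIN control wells and 100% = no cells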
Autophagy mod cell loss 18 h: further read-out of Autophagy mod, marked with its call; toxicity, %; measured here: cell loss, nuclei count;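 cell loss after 18 h compound exposure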
Numbers without * were called inactive; i = inactive; ? = inconclusive; / = not tested or not shown. Outcome played no part in choosing rows; 4.2% or so of the library scored in one or more.

SMILES	HIV fusion peptide	Yfh1-off respiration	bCat nuc transl	bCat nuc transl cell count 5 µM	MT stabilize HCS	MT stabilize HCS Hoechst-high %	MT stabilize HCS cytotoxicity %	WT yeast gro inh	WT yeast gro inh mutant strain	Autophagy mod	Autophagy mod cell loss 18 h	Insulin prom up	Insulin prom up cell count	AID2073	Dynein transport	Dynein transport cytoplasmic EGFP	Dynein transport nuclear GR-EGFP	Dynein transport cell count
CC(C)CCNC(=O)NC(=O)Cn1cc(C(F)(F)F)ccc1=O	-3.7%	i	-0.3	1172	1.2	1.2	10	-5	1	i	-3	0.86	794	-6%	-1.1	-0.085	-0.34	0.68
CCCCc1ccc(NC(=O)OC)cc1	-2.7%	i	-3.0	952	3.0	2.9	14	-6	3	i	10	-0.48	1015	6%	1.6	-0.12	1.8	-1.1
Cc1ccc(-c2nc3ncccc3o2)cc1NC(=O)c1sc2ccccc2c1Cl	16%	i	-1.1	996	3.5	3.3	2.6	-38	-36	i	-32	-0.36	1068	16%	-0.69	0.46	0.066	0.71
CS(=O)(=O)N(CC(=O)NCc1ccc2c(c1)OCO2)c1ccccc1	0.8%	i	-5.4	1163	4.7	2.6	5.5	1	-4	i	0	0.01	1977	0%	-0.56	-0.2	-0.03	-0.18
COC(=O)c1ccccc1NC(=O)CSc1nnc(-c2ccoc2C)n1C	-1.7%	i	1.8	1434	5.8	2.5	7.0	-9	-15	i	8	-0.58	1311	-8%	-0.61	-0.21	-0.1	0.38
O=C(CSc1nnnn1-c1ccccc1)NC(=O)Nc1ccc2c(c1)OCCO2	3.9%	i	-2.3	732	4.9	3.7	4.8	-22	52	i	6	0.5	1213	-5%	0.23	-0.21	-0.31	0.46
CCC(=O)N1N=C(c2ccc(C)o2)CC1c1ccc(OC)cc1 (stereo not drawn)	-0.5%	i	-0.9	965	2.2	1.8	5.0	-8	-2	i	10	-0.34	1628	0%	0.31	-0.26	0.4	0.5
Cc1ccc(CNC(=O)C2CC(c3ccccc3F)=NO2)cc1 (stereo not drawn)	-1.0%	i	3.0	1089	/	/	/	/	/	/	/	-0.28	953	38%	-0.29	-0.73	-0.092	-0.38
CNC(=S)N/N=C/c1cc(Br)cc(Br)c1O	10%	i	-3.0	1199	2.7	2.0	3.7	31	3	i	6	0.42	1356	-7%	1.4	-0.14	1	-1
C=CCOn1c(=O)c(-c2ccccc2)[n+]([O-])c2ccccc21	-2.0%	i	3.2	607	4.3	2.5	7.5	-6	8	i	-8	/	/	2%	1.5	-0.31	0.28	-1.3
CCOC(=O)C1=C2SCCN2C(=O)C(C#N)C1(C)C (stereo not drawn)	6.3%	i	-2.5	748	4.3	2.0	8.5	-11	-3	i	-7	0.39	1064	5%	0.87	-0.28	0.72	-1.3
O=C(/C=C/c1ccccc1Cl)NCc1cccs1	3.2%	i	-0.6	1081	3.0	1.9	0.5	5	-14	i	-4	0.35	1545	4%	0.27	-0.17	0.23	0.52
COc1ccc(CC(=O)NNC(=S)Nc2ccc(Br)cc2)cc1	-1.4%	i	/	/	2.5	3.1	3.8	4	6	i	5	-0.57	910	-5%	0.21	-0.15	0.24	-0.08
CSc1n[nH]c2nc3c(c(=O)n12)C1(CCCC1)Cc1ccccc1-3	0.3%	i	-2.2	519	3.2	2.2	5.4	30	21	i	-6	0.67	1405	12%	1	-0.26	0.5	-0.38
COc1ccc(-n2c(-c3cccc(OC)c3)nc(=S)c3c2CCCC3)cc1	-2.7%	i	-0.1	1286	3.4	2.0	8.9	15	7	i	23	-1	1612	?	0.36	-0.2	0.51	0.64
COC(=O)C1=C(C)NC(=O)CC1c1ccc(C(=O)OC)cc1 (stereo not drawn)	-1.4%	i	-3.8	1150	6.5	1.6	22	-5	19	i	7	0.24	1000	-3%	2.8	1.5	1.8	-2
COc1ccc(/C(N)=N/OC(=O)Cc2ccccc2[N+](=O)[O-])cc1	-1.2%	i	1.2	518	5.2	2.3	6.5	-22	-6	i	-15	0.44	1303	0%	-0.77	-0.27	0.12	0.61
COc1ccccc1NS(=O)(=O)c1cccc(C(=O)NCc2ccco2)c1	0.7%	i	2.1	1088	3.5	1.4	4.4	8	2	i	-6	0.42	1288	5%	-0.63	-0.22	-0.38	0.77
CCc1nn(CC(=O)O)c(=O)c2ccccc12	-2.0%	i	-0.6	1127	2.0	1.6	5.1	16	-1	i	-21	-0.03	1227	6%	-0.32	-0.22	-0.22	0.77
CCn1c(=O)cc(SCC(=O)NCCN2CCN(Cc3ccccc3)CC2)c2ccccc21	0.0%	i	-0.4	1111	1.6	1.8	6.3	-12	2	i	-3	0.11	1918	6%	-0.37	0.096	-0.17	1.6
CC(=O)Nc1ccc(S(=O)(=O)N2CC3(C)CC2CC(C)(C)C3)cc1 (stereo not drawn)	0.0%	i	-1.3	990	1.9	0.6	5.6	11	5	i	17	0.16	1607	0%	-0.92	-0.28	-0.4	0.88
Cc1ccc(Cn2cccc2/C=N/NC(=S)Nc2ccc(C)cc2)cc1	-0.4%	i	-2.2	1055	2.1	1.8	16	10	25	i	5	0.02	1297	-3%	0.61	-0.32	0.54	-0.069
O=C(Nc1ccc(F)cc1)c1sccc1SCc1cccc(C(F)(F)F)c1	-1.1%	i	1.0	776	3.3	3.0	1.2	8	19	i	-19	0.25	1926	1%	-1.5	-0.11	-0.26	0.56
COc1ccc(CC(=O)NNC(=O)c2ccc(NC(C)=O)cc2)cc1	-1.5%	i	0.8	1437	3.2	1.5	8.2	11	14	i	-4	0.17	1455	6%	0.61	-0.14	1.1	-1.3
COCCNC(=O)c1onc(CSc2cccc(C)c2)c1C(=O)O	1.6%	i	-1.5	1419	2.2	1.5	4.3	12	18	i	-10	3.8*	1625*	10%	-0.41	-0.22	-0.81	-0.036

The closing 2 records of the section before are carried over, then new ones follow.
SMILES	HIV fusion peptide	Yfh1-off respiration	bCat nuc transl	bCat nuc transl cell count 5 µM	MT stabilize HCS	MT stabilize HCS Hoechst-high %	MT stabilize HCS cytotoxicity %	WT yeast gro inh	WT yeast gro inh mutant strain	Autophagy mod	Autophagy mod cell loss 18 h	Insulin prom up	Insulin prom up cell count	AID2073	Dynein transport	Dynein transport cytoplasmic EGFP	Dynein transport nuclear GR-EGFP	Dynein transport cell count
COc1ccc(CC(=O)NNC(=O)c2ccc(NC(C)=O)cc2)cc1	-1.5%	i	0.8	1437	3.2	1.5	8.2	11	14	i	-4	0.17	1455	6%	0.61	-0.14	1.1	-1.3
COCCNC(=O)c1onc(CSc2cccc(C)c2)c1C(=O)O	1.6%	i	-1.5	1419	2.2	1.5	4.3	12	18	i	-10	3.8*	1625*	10%	-0.41	-0.22	-0.81	-0.036
CCOC(=O)Cn1c(-c2ccc(Cl)nc2)nc2ccccc21	8.8%	i	-0.9	890	3.1	1.7	3.9	-1	-6	i	13	0.32	1266	6%	0.69	0.0014	0.028	0.36
COC(=O)C1=C(C)NC2=C(C(=O)CCC2)C1c1cccs1 (stereo not drawn)	-2.0%	i	/	/	1.4	1.9	5.8	6	4	i	3	0.24	1287	-7%	-1	-0.27	-0.47	1.1
COc1ccc2cc(C#N)c(SCC(=O)NNC(=O)Cc3ccccc3)nc2c1	1.7%	i	-1.1	1266	4.3	1.4	4.2	-2	7	i	-4	-0.49	1654	29%	1.4	0.21	1.6	-0.86
CCOc1ccccc1NC(=O)CCCN1C(=S)NC(C)(C)CC1C (stereo not drawn)	1.9%	i	3.7	960	2.5	2.5	5.0	-9	9	i	-1	-0.65	1503	-10%	-0.49	-0.21	0.034	0.017
Cc1ccccc1CSc1nnc(-c2cccs2)n1Cc1ccco1	-0.9%	i	-0.6	1335	3.5	2.0	1.1	25	-5	i	5	0.4	1545	10%	-1.4	-0.26	-1.4	0.49
CCOCC(=O)N1CCC(Cc2ccccc2)CC1	1.9%	i	0.6	1545	6.6	1.9	17	9	-6	i	5	0.05	1494	-4%	-0.34	-0.12	0.33	0.48
COc1cc(OC)cc(C(=O)NCc2ccc3[nH]c(C)cc3c2)c1	0.7%	i	-2.4	1019	1.6	1.9	2.1	-15	-8	i	-4	1	1624	3%	0.37	-0.23	-0.35	-0.16
CCn1c(C(=O)N2CCc3ccccc3C2)cc2sccc21	-0.3%	i	/	/	3.3	2.3	6.8	31	21	i	0	0.61	823	4%	-0.79	-0.26	-0.33	0.6
C=CCn1c(=O)/c(=C\c2ccccn2)s/c1=C(/C#N)C(=O)NCC1CCCO1 (stereo not drawn)	28%	i	-1.2	1058	2.4	0.8	4.2	16	-12	i	-4	0.14	1335	17%	0.23	-0.11	-0.47	0.76
COc1cc(-c2nc(N)n[nH]2)cc(OC)c1OC	2.6%	i	-6.3	1022	4.5	1.9	5.4	14	-10	i	11	-0.62	1542	8%	-0.48	-0.47	-0.25	0.31
Cc1cnc(C(=O)Nc2ccc(N3CCOCC3)cc2)cn1	0.7%	i	-4.7	1191	3.0	1.8	3.3	-7	0	i	-5	-0.04	1091	6%	-0.72	-0.25	-0.17	0.041
CC1(C)CC(O)C(CCC(O)c2ccccc2)C(C)(C)N1 (stereo not drawn)	0.0%	i	-2.3	996	3.4	1.3	5.5	14	-18	i	20	-0.36	1471	3%	-0.32	-0.28	-0.29	0.54
CCCNS(=O)(=O)c1ccc2c(c1)CCCN2C(C)=O	-1.0%	i	-2.3	1484	4.1	2.9	7.4	/	/	i	6	0.17	1461	5%	-0.15	0.24	0.62	-0.25
